# Rad51 HR inh: blocks human Rad51 in homologous recombination. hit rate 0.085% among 200,000. hRad51 DNA strand exchange, fluorescence dequenching. Q06609. inhibition, % at 10 µM;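 active means inhibition above 40% at the single screening dose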;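 further: 0% = DMSO control wells and 100% = blanks with heterologous ssDNA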
# Target sequence (Q06609 whole entry, looked up): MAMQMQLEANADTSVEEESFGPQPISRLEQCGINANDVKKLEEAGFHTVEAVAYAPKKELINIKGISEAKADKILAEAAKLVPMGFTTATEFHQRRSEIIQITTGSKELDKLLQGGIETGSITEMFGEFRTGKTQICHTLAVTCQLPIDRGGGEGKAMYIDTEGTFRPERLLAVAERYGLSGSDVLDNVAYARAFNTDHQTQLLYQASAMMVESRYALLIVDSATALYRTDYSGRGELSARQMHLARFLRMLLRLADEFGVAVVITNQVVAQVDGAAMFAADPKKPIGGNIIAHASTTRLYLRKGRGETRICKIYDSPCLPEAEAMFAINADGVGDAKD
#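 Read-out basis: percent inhibition relative to plate controls and blanks / Assay system: human Rad51 nucleoprotein filaments preassembled on unlabelled ssDNA / Timing: filaments 15 min 37 °C, then compound 30 min / Control set: per-plate controls and blanks / Technique: fluorescence dequenching at 485/520 nm / Compound: 10 µM final, single point / Also added: Fluorescein- and BHQ1-tagged 47-mer duplex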
# * hit, by the source's call. Some of the compounds tested; count on the stated rates, not on these rows.
# Sample of the layout:
SMILES,Rad51 HR inh
C=C1CCN([C@@H](CC(C)C)C(=O)NCc2ccco2)S(=O)(=O)c2ccccc21,-17
CCOc1ccccc1Nc1ncnc2c1cnn2-c1ccccc1,-7

# The listing, from the start:
SMILES,Rad51 HR inh
C=C1CCN([C@@H](CC(C)C)C(=O)NCc2ccco2)S(=O)(=O)c2ccccc21,-17
CCOc1ccccc1Nc1ncnc2c1cnn2-c1ccccc1,-7
CCN(CC)CCCN1C=C2C(=O)C(C)(OC(=O)CCC(=O)OC)C(=O)C=C2C=C1C1CC1 (configuration not stated),-8
O=C1N[C@@H](Cc2ccccc2)C(=O)N2[C@@H]3N(S(=O)(=O)c4ccc(F)cc4)c4ccccc4[C@]3(Br)C[C@@H]12,5
CC1=C(C(=O)OCC(Br)(Br)Br)C(c2cccc([N+](=O)[O-])c2)NC(=O)N1CCCC(=O)O (configuration not stated),3
COc1ccc(CNC(=O)c2ccc(N3CCC4(CC3)CC(c3ccc(Cl)cc3)=NO4)c(NC(=O)c3ccccc3)c2)cc1,1
CC1=C(n2ccnc2)CCC1=O,-3
O=C(O)CCc1ccc(NCc2cccc(Oc3ccccc3)c2)cc1,-11
COc1cccc2[nH]c3c(=O)n(CCN(C)C)cnc3c12,-3
NC(=O)C1=C[C@@H](c2ccc3c(c2)OCO3)C[C@@H](OCCCCO)O1,1
COC(=O)C1=C(C)N(Cc2ccccc2)C(=O)N[C@H]1c1ccco1,0
COCCN1C=C2C(=O)C(C)(OC(=O)CCC(=O)OC)C(=O)C(Br)=C2C=C1c1ccc(OC)cc1 (configuration not stated),-4
CN1CCc2c(sc3c2C(=O)NC(c2ccc4c(c2)OCO4)N3)C1 (configuration not stated),0
O=C(O)C[C@H]1c2ccccc2S(=O)(=O)N1C1CCCCC1,-4
CCOc1ccc(Cl)cc1Nc1nc(NCCO)nc(N2CCCC2)n1,-3
Cc1cccc(CN2C(=O)[C@@H]3Cc4c([nH]c5ccccc45)C(C)(C)N3C2=O)c1,-12
COc1nc(-c2ccc(C)cc2)ccc1-c1noc(-c2cccnc2)n1,-5
O=C(NCC1CC1)C1(C(F)(F)F)CC(CCc2ccccc2)CCCO1 (configuration not stated),8
CCN1C(=O)N(CN2CCOCC2)C2C1N(CN1CCOCC1)C(=O)N2CC (configuration not stated),1
CC1(c2nnc(-c3cccc(Cl)c3)o2)CC(c2c(Cl)cccc2Cl)=NO1 (configuration not stated),2
CCCCC1=CC2=CC(=O)C(C)(OC(=O)c3ccc(Cl)nc3)C(=O)C2=CO1 (configuration not stated),-21
COC(=O)C1=C(C)NC(C)=C(C(=O)OCC(C)C)C1c1ccccc1[N+](=O)[O-] (configuration not stated),-2
CC1(c2nnc(Cc3ccccc3)o2)CC(c2ccc(C#N)cc2)=NO1 (configuration not stated),8
CC(C)C(=O)NCCc1nc(-c2ccccc2Cl)no1,1
O=C1c2ccccc2C(=O)N1Cc1nc(-c2ccccc2)no1,-3
O=C1N[C@@H](Cc2ccccc2)C(=O)N2[C@@H]3N(S(=O)(=O)c4ccccc4)c4ccccc4[C@]3(Br)C[C@@H]12,-6
Cn1c(N)c(C(=O)COC(=O)c2cc(-c3ccccc3)nc3ccccc23)c(=O)n(C)c1=O,1
Cc1cccc(CN2C(=O)[C@H]3Cc4c([nH]c5ccccc45)C(C)(C)N3C2=O)c1,6
COc1ccc(CNC(=O)[C@@H]2CC=C[C@@H]3CCN(Cc4ccc(Cl)c(Cl)c4)C(=O)[C@@H]32)cc1,-1
C=C[C@H]1[C@H](OC2OC(CO)C(O)C(O)C2O)OC=C(C(=O)OC)[C@H]1C[C@H]1CC(=O)C[C@H](CC(=O)CCc2ccc(O)cc2)O1 (some centres not stated),-6

# Taken from above.
# In Rad51 HR inh, CCN1C(=O)N(CN2CCOCC2)C2C1N(CN1CCOCC1)C(=O)N2CC (configuration not stated) has 1
# In Rad51 HR inh, CC1=C(C(=O)OCC(Br)(Br)Br)C(c2cccc([N+](=O)[O-])c2)NC(=O)N1CCCC(=O)O (configuration not stated) has 3
# In Rad51 HR inh, Cn1c(N)c(C(=O)COC(=O)c2cc(-c3ccccc3)nc3ccccc23)c(=O)n(C)c1=O has 1

# Gathered by group, those above containing fluorine
SMILES,Rad51 HR inh
O=C1N[C@@H](Cc2ccccc2)C(=O)N2[C@@H]3N(S(=O)(=O)c4ccc(F)cc4)c4ccccc4[C@]3(Br)C[C@@H]12,5
O=C(NCC1CC1)C1(C(F)(F)F)CC(CCc2ccccc2)CCCO1 (configuration not stated),8

# The results go on:
SMILES,Rad51 HR inh
CCO[C@@H]1OC(C(=O)NC2CC2)=C[C@H](C2CCCCC2)[C@H]1CCCO,-1
CC(Oc1ccccc1)C(=O)N1CCC2(CC1)Oc1ccc(F)cc1C(=O)C21CC(c2ccccc2)=NO1 (configuration not stated),4
CC(C)C(=O)NCCc1nc(-c2ccccc2)no1,0
COC(=O)C1=C[C@@H](C(=O)OC)[C@@H]2C3=C(C(=O)[C@]2(CC(C)C)NC(=O)c2ccccc2)[C@H](C)n2c(=O)n(-c4ccccc4)c(=O)n2[C@@H]3C1,-4
CCC(=O)OC1(C)C(=O)C=C2C=C(CCCC(=O)OC)OC=C2C1=O (configuration not stated),5
Cn1c2c(c3ccccc31)CCN=C2c1ccccc1,-9
COc1ccc(-c2csc(NCCc3nc4cc(Cl)c(Cl)cc4n3CCCO)n2)cc1,-1
Cc1ccc(Cn2c(C(C)Nc3nc(C)cs3)nc3cc(Cl)c(Cl)cc32)cc1 (configuration not stated),10
CCCCOC(=O)c1ccc(NC(=O)c2c(N)n(C)c(=O)[nH]c2=O)cc1,4
CCOC(=O)OC(C)OC1=C(C(=O)Nc2ccccn2)N(C)S(=O)(=O)c2ccccc21 (configuration not stated),-3
COCOc1ccc(-c2cc(=O)c3c(O)cc(OCOC)cc3o2)cc1,-3
CCCCN1CC[C@H]2C=CC[C@@H](C(=O)NCCc3ccccc3)[C@H]2C1=O,-2
COc1ccc(-c2oc3ccc(-c4ccc5c(c4)OCO5)cc3c2C#CC2(O)CCCCC2)cc1,2
COCCNC(=O)c1onc(CSc2ccc(F)c(F)c2)c1C(=O)NCCOC,-1
CN(C)c1ccc(O)c2c1CC1CC3C(N(C)C)C(=O)C(C(N)=O)=C(O)[C@@]3(O)C(=O)C1=C2O (some centres not stated),-8
COc1ccccc1Nc1nc(NCCCCO)nc(N2CCCC2)n1,9
Cc1c(-n2cc(C(=O)O)c(=O)c3cc(F)c(N4CCCC4)c(F)c32)c(=O)n(-c2ccccc2)n1C,-5
COc1ccc(CNC(=O)c2ccc(N3CCC4(CC3)CC(c3ccc(Cl)cc3)=NO4)c([N+](=O)[O-])c2)cc1,-3
O=C1NCCC12C(=O)Nc1ccccc12 (configuration not stated),3
O=C(Nc1ccccc1N1CCN(c2ccccc2)CC1)C1CCCCC1,-1
O=c1oc2ccccc2c(O)c1/C=N/c1ncccn1,5
CCOC(=O)C[C@H]1c2ccc(C(F)(F)F)cc2S(=O)(=O)N1c1ccccc1,0
C=C1CCN([C@@H](CC(C)C)C(=O)NCc2ccc(Cl)c(Cl)c2)S(=O)(=O)c2ccccc21,-3
CNC(C)C#Cc1ccc2oc3cc(C)c(C)cc3c(=O)c2c1 (configuration not stated),-9
COCOc1cc(O)c2c(=O)c(OCOC)c(-c3ccc(OCOC)c(OCOC)c3)oc2c1,0
Cc1nc(N2CCN(S(=O)(=O)c3ccc(F)cc3)CC2)c2c(C)c(C)sc2n1,4
CCOC(=O)C1Nc2ccc(C(F)(F)F)cc2C2c3ccccc3CC12 (configuration not stated),5
CCC1(CC)C(=O)C2=C3C1[C@H](C(=O)OC)C=C(C(=O)OC)C[C@H]3n1c(=O)n(-c3ccccc3)c(=O)n1[C@H]2C (some centres not stated),-1
CCCNC(=O)C1CC(=O)N(c2ccc(OCC(=O)Nc3cc(C)cc(C)c3)cc2)C1 (configuration not stated),-2
CCCCNC(=O)c1onc(CSc2ccc(Cl)cc2)c1C(=O)NCCCC,-2
CSc1sc(C(=O)NN)c2c1C(O)CCC2 (configuration not stated),6
COc1ccc(CN2[C@@H](CC(=O)O)c3ccccc3S2(=O)=O)cc1,5
CN(C/C=C/C#CC(C)(C)C)Cc1cccc2ccccc12,1
CCOC(=O)C1Nc2ccc(OC(F)(F)F)cc2C2C=CCC12 (configuration not stated),5
C=C1CCN([C@@H](CC(C)C)C(=O)NCCC(C)C)S(=O)(=O)c2ccccc21,-6
COCCN1C(=O)N[C@@H](c2ccccc2)[C@H](C(C)=O)[C@H]1C,0
CC(C)(C)OC(=O)N1CCC2(CC1)Oc1ccc(F)cc1C(=O)C21CC(c2ccccc2)=NO1 (configuration not stated),3
COc1ccc(C2=CC(=O)CC(c3ccc(F)cc3)C2)cc1 (configuration not stated),0
COC(=O)C1=C(COc2ccccc2)NC(=O)NC1c1ccc(Cl)cc1 (configuration not stated),4
O=C(Nc1ccc(-c2ccccc2)cc1)c1ccc2c(c1)S(=O)(=O)c1ccccc1C2=O,1
C=CCOC(=O)C1=C[C@H](c2ccc(Br)cc2)C[C@H](OCCCCO)O1,9
CC(C)C[C@H]1COCCS(=O)(=O)N1Cc1cccc(F)c1,1
COCCN1C(=O)N[C@@H](c2ccccc2)[C@H](C(=O)OC)[C@H]1C,-4
COc1ccc(CNC(=O)C2(CC3CC(c4ccccc4)=NO3)CCN(C(=O)OC(C)(C)C)CC2)cc1 (configuration not stated),4
COc1ccc(/C=C/c2c(-c3cccc(C)c3)oc3ccc(N4CCOCC4)cc23)cc1,10

# In the list so far, 3 contain an aryl thioether with sulfur outside any ring.
SMILES,Rad51 HR inh
COCCNC(=O)c1onc(CSc2ccc(F)c(F)c2)c1C(=O)NCCOC,-1
CCCCNC(=O)c1onc(CSc2ccc(Cl)cc2)c1C(=O)NCCCC,-2
CSc1sc(C(=O)NN)c2c1C(O)CCC2 (configuration not stated),6

# Further results follow:
SMILES,Rad51 HR inh
COc1ccccc1C1=CC(=O)CCC1,0
CC1(C)Oc2cc3oc(-c4cc(O)cc(O)c4)cc3cc2CC1O (configuration not stated),-1
O=S1(=O)CCOC[C@H](Cc2ccccc2)N1Cc1ccccc1,2
COc1ccc(-c2csc(NC(C)c3nc4cc(Cl)c(N5CCCCC5)cc4n3CCOCCO)n2)cc1 (configuration not stated),9
O=C(NCc1ccco1)c1ccc2c(c1)S(=O)(=O)c1ccccc1C2=O,5
CCOC(=O)c1ccc(NC(=O)CSc2nc3c(c(=O)n2-c2ccccc2OC)SCC3)cc1,-5
CCCNc1nc(C)cc(-c2cc(C(=O)Nc3ccccc3)on2)n1,0
C#Cc1ccc([C@H]2C=C(C(=O)OCC=C)O[C@@H](OCc3ccc(CO)cc3)C2)cc1,-6
CCOC(=O)N1C2=NC(C(=O)OC)=C(C(=O)OC)[C@@H]3N(C)c4ccc(OC)cc4[C@]23C[C@H]1C(=O)OC,-2
CCN(CC)S(=O)(=O)c1cccc(-c2nnc(SCC(=O)c3cc(C)n(C4CC4)c3C)o2)c1,0
O=c1c2ccccc2oc2cc(-c3ccc4[nH]ccc4c3)ccc12,-3
O=C(Nc1ccc2c(c1)OCO2)c1ccc2c(c1)S(=O)(=O)c1ccccc1C2=O,5
C#Cc1ccc([C@H]2C=C(C(=O)NCc3ccccc3)O[C@@H](OCc3ccc(CO)cc3)C2)cc1,8
COC/C=C/C1=CC2=CC(=O)C(C)(O)C(=O)C2=CO1 (configuration not stated),-2
OCCOCCn1c(C(CO)Nc2nc(-c3ccc(Cl)cc3)cs2)nc2ccccc21 (configuration not stated),-1
COCCNC(=O)c1ccc2c(c1)S(=O)(=O)c1ccccc1C2=O,-6
COC(=O)C1=C[C@@H](C(=O)OC)[C@@H]2C3=C(C(=O)[C@@]2(C)NC(=O)c2ccccc2)[C@H](C)C(C(=O)OC)=C(C(=O)OC)[C@@H]3C1,-1
O=C(NCc1cccs1)c1cc(-c2ccccc2)nn1CC1CC(c2cccc([N+](=O)[O-])c2)=NO1 (configuration not stated),-2
Nc1c(Cl)cc(-c2csc(N3CCCC3c3nc4cc(Cl)c(N5CCCCC5)cc4n3CCOCCO)n2)cc1Cl (configuration not stated),4
CC(=O)n1cc([C@@H]2C=C(C(=O)N3CCN(C)CC3)O[C@H](OCc3ccc(CO)cc3)C2)c2ccccc21,-3
CCc1c(C)[nH]c2c1C(=O)C(CN1CCOCC1)CC2 (configuration not stated),0
COc1ccc([C@H]2/C=C\CN(S(=O)(=O)c3ccc(C)cc3)[C@@H](C)C(=O)N2Cc2ccc(F)cc2)cc1,-1
C=C1CCN([C@@H](CC(C)C)C(=O)O)S(=O)(=O)c2ccccc21,1
C[C@H]1[C@@H](OC(=O)CCC(=O)O)O[C@@H]2OC3(C)CC[C@H]4[C@H](C)CC[C@@H]1[C@@]24OO3,-7
COC1=CC(=O)C(O)=C(CCCCCCC/C=C/CCCCCCCC2=C(O)C(=O)C=C(OC)C2=O)C1=O,0
COC(C/C=C\[C@H](O)[C@@H](C)OCc1ccccc1)OC,-5
CCOC(=O)C1Nc2c(F)cc(C)cc2C2c3ccccc3CC12 (configuration not stated),-1
O=C(O)C[C@H]1c2ccccc2S(=O)(=O)N1c1ccccc1,-4
O=C1[C@H]2[C@H](C=CC[C@H]2C(=O)N2CCN(c3ccccc3)CC2)CCN1Cc1ccc(Cl)c(Cl)c1,1
C/C(=C\CNc1ncnc2nc[nH]c12)CO,5

# Source: PubChem (PCMD)
